Assay outcomes from PubChem BioAssay.
proCasp3 act – activates human procaspase-3; P42574; activation, % at 8.5 µM; recombinant procaspase-3 D3A, Ac-DEVD-pNA absorbance 405 nm; 330,000 compounds, 0.11% hits;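 active means activation above the mean of all tested compounds plus 3 SD, cut at about 21% in these data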;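 further: 0% = DMSO alone and 100% = DMSO wells spiked with extra 5 µM PC-3 D3A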
Target sequence (P42574 whole entry D9A/D28A/D175A): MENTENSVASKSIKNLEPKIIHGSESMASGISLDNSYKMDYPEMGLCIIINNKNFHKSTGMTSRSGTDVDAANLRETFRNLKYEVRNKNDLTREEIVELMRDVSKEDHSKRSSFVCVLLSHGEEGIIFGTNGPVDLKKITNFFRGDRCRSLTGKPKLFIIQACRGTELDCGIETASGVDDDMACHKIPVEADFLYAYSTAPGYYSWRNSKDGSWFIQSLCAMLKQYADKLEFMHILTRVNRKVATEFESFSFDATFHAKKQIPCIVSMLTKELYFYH
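Test system: Procaspase-3 D3A mutant; medium: Zinc-free HEPES/NaCl buffer with 0.01% Triton X-100 at pH 7.4; reagent: DEVD-pNA substrate; doses: one concentration, 8.5 µM nominal, 0.8% DMSO; times: 1 h preincubation plus 2 h reaction at 25 °C; signal: Epi-absorbance at 405 nm of released p-nitroaniline, 0 and 120 min; replicates: singlicate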
LAP4-GFP MLPCN – yeast TOR pathway LAP4-GFP modulation; S. cerevisiae LAP4-GFP multiplex, flow cytometry GFP, 3 h; median GFP as percent of DMSO wells; GFP response vs DMSO, % at 10 µM; 320,000 compounds, 0.34% hits; AID 2023;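 active means GFP response vs DMSO above a set limit, about the screen mean plus 3 SD, cut at about 150% in these data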
MEP2 TOR yeast – yeast TOR pathway MEP2-GFP modulation. GFP response vs DMSO, % at 10 µM. 330,000 compounds, 0.51% hits. S. cerevisiae MEP2-GFP strain, flow cytometry GFP, 3 h; 100% = DMSO control level;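 active means GFP response versus DMSO above a set limit, roughly screen mean plus 3 SD, cut at about 180% in these data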;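 further: median GFP fluorescence of the barcode-gated MEP2-GFP cells per well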
procasp7 counter – activates human procaspase-7, counter-screen for procaspase-3 activators; recombinant procaspase-7, Ac-DEVD-pNA absorbance 405 nm; D23A/D198A/D206A triple mutant, cannot self-cleave; scale: DMSO 0, 5 µM enzyme 100; P55210; activation, % at 8.5 µM; 330,000 compounds, 0.093% hits;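 active means percent activation above the screen-wide mean plus 3 SD, cut at about 25% in these data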
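Material: Procaspase-7 triple mutant (PC-7 D3A) | Quantity: 2 µM procaspase-7 mutant as dispensed | Reagent: DEVD-pNA substrate | Times: 1 h preincubation, 2 h reaction | Technique: 405 nm absorbance of p-nitroaniline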
RPL19A TOR yeast – modulators of TOR pathway RPL19A-GFP in S. cerevisiae; S. cerevisiae RPL19A-GFP strain, flow cytometry, 3 h; stronger effect = lower value; percent response vs DMSO, % at 10 µM; AID 2025; 330,000 compounds, 0.3% hits;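 active means percent response vs DMSO below 50%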;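 further: median channel GFP fluorescence of the barcoded RPL19A-GFP strain; ratio of sample median GFP to plate DMSO average so 100% = DMSO; lower means less RPL19A-GFP as with rapamycin TOR inhibition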
ZTA DNA inh – ZTA (EBV) inhibition in EBNA-1 counter-screen | 320,000 compounds, 0.15% hits | ZTA-DNA binding, fluorescence polarization | P03206 | AID 2234 | inhibition, % at 11 µM; in the data active means inhibition above about 33%
AHR act – human AHR activation; activation, % at 5 µM; AHR-responsive luciferase reporter cells, luminescence; AID 2796; 320,000 compounds, 2.5% hits; in the data active means activation above about 47%;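 further: 0% = vehicle wells and 100% = reference agonist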
Target sequence (P35869 whole entry, looked up): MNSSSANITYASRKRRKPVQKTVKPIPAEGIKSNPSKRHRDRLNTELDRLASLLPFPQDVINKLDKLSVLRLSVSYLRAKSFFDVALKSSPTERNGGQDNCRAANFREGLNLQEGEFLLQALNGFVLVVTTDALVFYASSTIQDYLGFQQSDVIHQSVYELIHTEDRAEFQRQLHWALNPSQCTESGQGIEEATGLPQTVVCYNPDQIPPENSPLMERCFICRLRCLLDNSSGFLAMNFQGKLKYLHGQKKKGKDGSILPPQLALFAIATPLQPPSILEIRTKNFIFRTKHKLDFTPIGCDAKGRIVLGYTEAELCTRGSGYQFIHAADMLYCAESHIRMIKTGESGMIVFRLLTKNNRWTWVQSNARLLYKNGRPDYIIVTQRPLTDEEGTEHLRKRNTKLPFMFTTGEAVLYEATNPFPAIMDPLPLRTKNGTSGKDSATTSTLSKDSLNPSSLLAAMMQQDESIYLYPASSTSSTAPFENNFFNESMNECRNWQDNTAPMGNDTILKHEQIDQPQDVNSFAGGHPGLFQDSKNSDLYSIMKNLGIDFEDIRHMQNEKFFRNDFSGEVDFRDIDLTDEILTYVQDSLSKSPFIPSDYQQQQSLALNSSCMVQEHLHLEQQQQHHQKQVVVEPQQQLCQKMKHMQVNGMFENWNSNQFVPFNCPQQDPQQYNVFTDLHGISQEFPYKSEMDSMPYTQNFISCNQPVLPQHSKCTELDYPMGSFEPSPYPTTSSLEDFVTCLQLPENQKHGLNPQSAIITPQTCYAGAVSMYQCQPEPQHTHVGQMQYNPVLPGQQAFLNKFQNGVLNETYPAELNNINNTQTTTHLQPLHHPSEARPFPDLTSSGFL
EBNA-1 inhibitor – blocks EBNA-1 binding to DNA; 300,000 compounds, 0.34% hits; inhibition, % at 14.8 µM; EBNA-1 DNA binding, fluorescence polarization; in the data active means inhibition above about 28%
An asterisk follows results filed as active; x = not tested or not shown.

SMILES | proCasp3 act | LAP4-GFP MLPCN | MEP2 TOR yeast | procasp7 counter | RPL19A TOR yeast | ZTA DNA inh | AHR act | EBNA-1 inhibitor
COC(=O)c1ccccc1NC(=O)CCC(=O)N1CCSc2ccccc21 | 1 | 104 | 101 | -7 | 98 | -7 | 1 | -13
O=C1CSC(c2ccc(Cl)cc2Cl)N1c1ccccn1 (stereo unspecified) | 8 | 88 | 108 | 2 | 106 | 1 | 2 | 1
O=C(c1cc2cccc([N+](=O)[O-])c2oc1=O)N1CCOCC1 | 5 | 107 | 98 | 11 | 99 | 3 | -1 | -4
Cn1c(=O)[nH]c(=O)c2c1nc(N/N=C/c1ccncc1)n2Cc1ccc(Cl)cc1 | 4 | 105 | 102 | 8 | 99 | 9 | 14 | 0
O=S1(=O)[C@H]2C[C@@H]3C=C[C@@]2(CN1Cc1cccc(F)c1)O3 | 2 | 96 | 89 | 9 | 98 | -10 | 3 | 10
O=S(=O)(NN=C1CCCCC1)c1ccccc1 | 2 | 99 | 111 | -11 | 99 | 0 | 2 | -18
COC(=O)c1ccc(CO/N=C/c2ccc(OC)cc2)o1 | 2 | 100 | 104 | 12 | 96 | -6 | 0 | 4
N#Cc1ccc(S(=O)(=O)Nc2ccc3ccccc3n2)cc1 | 0 | 98 | 96 | 4 | 94 | -4 | 2 | -11
CN(C)CCCN(C(=O)/C=C/c1cccs1)c1nc2ccc(F)cc2s1 | -3 | 99 | 103 | -6 | 99 | -9 | 3 | -4
CC[C@@H](C)[C@@H](C(=O)N1CCN(C(=O)OC(C)(C)C)CC1)n1cc(CCC(=O)O)nn1 | 3 | x | x | -4 | x | -2 | 3 | -15
CCOC(=O)N1CCN(C(=O)CN(Cc2ccccc2)S(C)(=O)=O)CC1 | 3 | 95 | 103 | -1 | 97 | 20 | -1 | 4
CCCOc1ccc(-c2nc(C#N)c(N3CCN(CC)CC3)o2)cc1 | 8 | 89 | 94 | 8 | 91 | -20 | 4 | 2
Cc1cc(C)c(NC(=O)CSc2nnc(SCC(=O)Nc3c(C)cc(C)cc3C)n2N)c(C)c1 | -12 | 101 | 102 | 9 | 98 | 17 | 1 | -4
O=C1CCc2cc(S(=O)(=O)N3CCC(C(=O)NC4CCCCCCC4)CC3)ccc2N1 | 4 | 105 | 109 | -4 | 101 | -11 | -2 | 2
COc1ccnc(Oc2ccc(F)cc2)c1-c1ncn[nH]1 | -3 | 99 | 94 | 12 | 101 | 19 | 2 | 12
CCCN1CCN(C2CCCCC2NS(=O)(=O)c2ccc(Cl)cc2)CC1 (stereo unspecified) | 4 | 91 | 99 | 9 | 98 | -2 | -1 | -7
Cc1cc(Cl)ccc1OC(C)C(=O)NCCCCc1ccccc1 (stereo unspecified) | 7 | 106 | 108 | -6 | 102 | 10 | 1 | 1
C/C=C/c1ccc(OCCCCOc2ccccc2F)c(OC)c1 | 8 | 86 | 100 | 0 | 96 | -10 | 15 | 4
CC1(C(=O)N/N=C/c2ccc3c(c2)OCO3)CC1(Br)Br (stereo unspecified) | 1 | 89 | 107 | -9 | 110 | 1 | 38 | 1
CC(C)C1=Nc2cccc3cccc(c23)N1 | -1 | x | 98 | -2 | 91 | 21 | 13 | 4
O=C(O)/C=C/C(=O)NC1CCCCCCCCCCC1 | 7 | 110 | 88 | 7 | 95 | -35 | -2 | -3
CCN1CCN(C(=S)NC(=O)c2cc(OC)c(OC)c(OC)c2)CC1 | -5 | 93 | 92 | -12 | 95 | x | 0 | x
C=CCn1c(SCC(=O)N2CCCCC2)nc(O)cc1=O | -7 | 91 | 102 | 1 | 97 | -7 | -1 | -3
Cc1cc(SCC(=O)c2cccs2)nc2ccccc12 | -8 | 89 | 94 | -2 | 99 | 9 | 99* | 0
O=C(c1ccccc1F)N1CCCC(c2ccccc2)C1 (stereo unspecified) | 10 | 86 | 78 | -2 | 101 | -2 | 1 | -2
SMILES | proCasp3 act | LAP4-GFP MLPCN | MEP2 TOR yeast | procasp7 counter | RPL19A TOR yeast | ZTA DNA inh | AHR act | EBNA-1 inhibitor
CCn1c(=S)sc2c(=O)n(CC(=O)Nc3cccc(OC)c3)c(C)nc21 | 14 | 88 | 115 | 3 | 90 | -14 | 1 | 5
CSc1nc(N2CCCC2)c2c(c1C#N)CC(C)(C)OC2 | 4 | 106 | 104 | 0 | 108 | -5 | 1 | -5
COc1ccc(CC(NC(C)=O)C(=O)NC2CCN(C(=O)C3CC3)CC2)cc1OC (stereo unspecified) | 1 | 104 | 101 | 1 | 98 | -6 | 0 | 7
Cc1ccccc1NC(=S)NNC(=O)c1ccncc1 | 0 | 91 | 96 | -5 | 94 | 12 | 4 | -6
Cc1ccccc1OCCNc1cc(N2CCCCC2)ccc1[N+](=O)[O-] | 4 | 106 | 99 | 12 | 100 | 3 | 17 | 1
Cc1ccc(S(=O)(=O)N(C)CC(=O)Nc2cccc3c2CCCC3)cc1 | 5 | 115 | 106 | 14 | 101 | 1 | 0 | 11
Cc1nc(C)c(C(=O)Nc2cccc(C)c2C)o1 | 6 | 107 | 111 | 3 | 99 | -11 | 4 | -3
CC(C(=O)Nc1cccc(C#N)c1)N(C)CCOc1ccccc1 (stereo unspecified) | 6 | 102 | 103 | -4 | 107 | -2 | 6 | 5
Cc1ccc(-c2csc(C(C#N)=C3CCCC3)n2)cc1 | 14 | 105 | 116 | -7 | 98 | 1 | -2 | 2
CCOC(=O)c1sc(NC(=O)CN2C(=O)NC3(CCC(C)CC3)C2=O)c(C(=O)OCC)c1C (stereo unspecified) | 3 | 111 | 103 | 11 | 99 | 2 | 2 | x
Cc1nn(C)c(C)c1S(=O)(=O)N1CCC(C(=O)Nc2ccc3c(c2)OCCO3)CC1 | 4 | 99 | 99 | -12 | 97 | 21 | 5 | -11
COc1cc([N+](=O)[O-])ccc1NC(=O)C1CCCN(S(C)(=O)=O)C1 (stereo unspecified) | 7 | 101 | 101 | -1 | 102 | 8 | 4 | x
CC(=O)Nc1ccc(NC(=O)CSc2nccn2Cc2ccccc2)cc1 | 11 | 81 | 94 | -6 | 90 | 22 | 1 | -7
NS(=O)(=O)c1cnccc1Nc1cccc(Br)c1 | -6 | 108 | 100 | -1 | 98 | 5 | -3 | -9
Cc1nn(CC(=O)NC2(C)CCS(=O)(=O)C2)c(C)c1S(=O)(=O)N(C)C (stereo unspecified) | 6 | 87 | 94 | 12 | 97 | x | -2 | x
COc1ccc(CN(C)C(=O)CCN=C2NS(=O)(=O)c3ccccc32)c(OC)c1 | 8 | 100 | 100 | -5 | 98 | -6 | -1 | x
CN(c1ccccc1)S(=O)(=O)c1cc(C(=O)N2CCN(c3ncccn3)CC2)ccc1Cl | 0 | 91 | 96 | 1 | 99 | x | 3 | x
CC(C(=O)Nc1nc(-c2ccc(F)c(F)c2)cs1)N1C(=O)C2CC=CCC2C1=O (stereo unspecified) | -1 | 107 | 100 | -2 | 97 | 0 | 2 | x
CC(=O)N1c2ccc(S(=O)(=O)NCC3CCC(C(=O)Nc4ncccc4C)CC3)cc2CC1C (stereo unspecified) | 11 | 116 | 118 | 0 | 110 | 3 | 0 | 0
CSC1=NCCN1C(=O)c1ccco1 | 10 | 103 | 104 | 9 | 96 | 7 | 4 | 3
CC(=O)OCC(=O)Nc1ccccc1OC(F)F | 0 | 111 | 115 | 1 | 104 | -3 | 3 | 7
Fc1cc(Br)ccc1NC(=S)NCCc1ccccc1 | -1 | 129 | 101 | -1 | 105 | 4 | 3 | -1
O=C(NCc1ccco1)C1CCN(S(=O)(=O)N2CCOCC2)CC1 | 13 | 103 | 106 | -8 | x | -1 | -1 | 8
CNC(=O)N(O)C1N(/N=C/c2cccnc2)C(=S)SC1(C)C (stereo unspecified) | -2 | 95 | 86 | 9 | 93 | -7 | 1 | -2
C=CCn1c(SCC(=O)Nc2cc(C)cc(C)c2)nnc1-c1cnccn1 | 7 | 106 | 105 | -1 | 96 | 18 | 6 | 14

In the list so far, these have a furan ring, fused or not.
SMILES | proCasp3 act | LAP4-GFP MLPCN | MEP2 TOR yeast | procasp7 counter | RPL19A TOR yeast | ZTA DNA inh | AHR act | EBNA-1 inhibitor
COC(=O)c1ccc(CO/N=C/c2ccc(OC)cc2)o1 | 2 | 100 | 104 | 12 | 96 | -6 | 0 | 4
CSC1=NCCN1C(=O)c1ccco1 | 10 | 103 | 104 | 9 | 96 | 7 | 4 | 3
O=C(NCc1ccco1)C1CCN(S(=O)(=O)N2CCOCC2)CC1 | 13 | 103 | 106 | -8 | x | -1 | -1 | 8

Records listed above that bear a hit mark in AHR act:
Structure	proCasp3 act	LAP4-GFP MLPCN	MEP2 TOR yeast	RPL19A TOR yeast	AHR act	EBNA-1 inhibitor
Cc1cc(SCC(=O)c2cccs2)nc2ccccc12	-8	89	94	99	99*	0

The list goes on.
SMILES | proCasp3 act | LAP4-GFP MLPCN | MEP2 TOR yeast | procasp7 counter | RPL19A TOR yeast | ZTA DNA inh | AHR act | EBNA-1 inhibitor
Clc1ccccc1-c1nnc(-c2cccnc2)o1 | -3 | 83 | 99 | 18 | 103 | 2 | 0 | 14
COc1ccc(-c2ccc(=O)n(Cc3cccc([N+](=O)[O-])c3)n2)cc1 | -3 | 108 | 101 | 8 | 100 | -1 | 10 | -6
CC(C)CC(NS(=O)(=O)c1ccccc1S(=O)(=O)NC(CC(C)C)C(=O)O)C(=O)O (stereo unspecified) | -6 | 105 | 101 | 3 | 109 | -12 | 1 | 6
CCOc1ccc(N2C(=O)CC(Sc3nc(-c4cccs4)cc(C(F)(F)F)c3C#N)C2=O)cc1 (stereo unspecified) | -17 | 98 | 104 | -24 | 98 | -3 | 2 | -3
CCc1cccc(C)c1NC(=O)CCOc1ccccc1 | 4 | 113 | 103 | 6 | 105 | -1 | 0 | 6
COc1cc(C)c(C)cc1S(=O)(=O)N1CCCCC1c1cccnc1 (stereo unspecified) | 7 | 115 | 207* | 5 | 91 | -7 | 5 | -9
COC(=O)c1sc(NC(=O)COc2cccnc2[N+](=O)[O-])c(C(=O)OC)c1C | 10 | 106 | 105 | 4 | 102 | -4 | 2 | x
CC1CCN(C(=O)COC(=O)Cc2ccc(Br)cc2)CC1 | 2 | 105 | 106 | -1 | 101 | 5 | 3 | 10
CCOC(=O)CN1CC23C=CC(O2)C(C(=O)NC2CCCCCC2)C3C1=O (stereo unspecified) | 1 | 99 | 105 | -3 | 103 | 16 | 0 | 12
O=C(NCCCCc1ccccc1)Nc1ccc(F)cc1F | 7 | 106 | 104 | 6 | 99 | 4 | 1 | -1
CCn1c(/C=C/Nc2ccccc2)[n+](CC)c2ccc(Cl)cc21 | -10 | 95 | 100 | -5 | 95 | 14 | 14 | 7
Cc1occc1C(=O)NNC(=S)NC(=O)COc1ccc(Cl)cc1Cl | -14 | 96 | 97 | -10 | 98 | 17 | 7 | 8
CCOC(=O)/C(N=Nc1ccc(C(=O)O)cc1[N+](=O)[O-])=C(\C)O | -2 | 83 | 88 | 7 | 96 | 10 | 0 | 11
CCOC(=O)c1c(-c2ccccc2)csc1N1C(=O)Nc2ccccc2N1O | 2 | 92 | 91 | 0 | 101 | 3 | 0 | 0
C=CCc1c(C)nc(-c2ccccc2)nc1Nc1ccc(O)cc1 | 2 | 96 | 107 | -7 | 107 | 10 | 21 | 2
O=C(Nc1ccc(F)cc1)Nc1cccc(Br)c1 | -1 | 124 | 98 | -9 | 108 | 0 | 4 | -10
O=C(CCCOC(=O)c1ccc(O)cc1)c1ccccc1 | 5 | 102 | 105 | -2 | 96 | x | 16 | x

Pulled by compound from above:
SMILES | proCasp3 act | LAP4-GFP MLPCN | MEP2 TOR yeast | procasp7 counter | RPL19A TOR yeast | ZTA DNA inh | AHR act | EBNA-1 inhibitor
CCn1c(/C=C/Nc2ccccc2)[n+](CC)c2ccc(Cl)cc21 | -10 | 95 | 100 | -5 | 95 | 14 | 14 | 7
O=C(CCCOC(=O)c1ccc(O)cc1)c1ccccc1 | 5 | 102 | 105 | -2 | 96 | x | 16 | x
